CHRM1 PAM = human M1 muscarinic receptor positive allosteric modulators, primary screen, CHO-K1 cells, Fluo-8 calcium fluorescence, 1536-well; CHO-K1 hM1, ACh EC20; 0% = ACh EC20, 100% = maximal ACh; activation, % at 3 µM; hit rate 0.088% among 360,000; AID 588819, 2011; in the data active = activation above about 19%, passing the limit was not always enough
Target sequence (P11229 whole entry, looked up): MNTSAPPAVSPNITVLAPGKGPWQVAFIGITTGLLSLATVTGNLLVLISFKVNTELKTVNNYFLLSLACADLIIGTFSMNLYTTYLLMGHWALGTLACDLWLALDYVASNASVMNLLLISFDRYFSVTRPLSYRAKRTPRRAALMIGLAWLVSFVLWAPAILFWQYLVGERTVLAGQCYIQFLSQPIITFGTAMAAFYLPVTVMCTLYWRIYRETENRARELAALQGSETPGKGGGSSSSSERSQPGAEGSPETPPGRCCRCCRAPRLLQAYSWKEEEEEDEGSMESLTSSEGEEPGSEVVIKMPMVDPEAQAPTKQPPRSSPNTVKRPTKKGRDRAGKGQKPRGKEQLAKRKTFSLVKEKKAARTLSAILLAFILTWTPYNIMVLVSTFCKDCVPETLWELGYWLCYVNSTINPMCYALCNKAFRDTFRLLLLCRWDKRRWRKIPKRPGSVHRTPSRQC
CHRM4 antagonist = human M4 muscarinic receptor antagonists, primary screen, CHO cells, Fluo-8 calcium fluorescence; AID 624125, 2012; hit rate 0.73% among 360,000; Muscarinic acetylcholine receptor M4 (Homo sapiens), P08173; CHO-hM4 cells, ACh EC80; inhibition, % at 3 µM;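 active = inhibition above its plate's cutoff, the mean inhibition of sample wells plus 3 SD, cut at about 27% in these data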;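 also: 0% = acetylcholine EC80 with DMSO and 100% = DMSO without agonist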
CHRM4 PAM = human M4 muscarinic receptor positive allosteric modulators, primary screen, CHO-K1 cells, Fluo-8 calcium fluorescence. activation, % at 3 µM. hit rate 0.4% among 360,000. CHO-K1 hM4/Gqi5, ACh EC20; 0% = ACh EC20, 100% = maximal ACh. Muscarinic acetylcholine receptor M4 (Homo sapiens), P08173;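 active = activation above its plate's cutoff, the mean activation of sample wells plus 3 SD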; also: some results filed as inactive read as strong as hits
CHRM5 antagonist = human M5 muscarinic receptor antagonists, primary screen, CHO cells, Fluo-8 calcium fluorescence; Muscarinic acetylcholine receptor M5 (Homo sapiens), P08912; inhibition, % at 3 µM; CHO-hM5 cells, ACh EC80; hit rate 0.59% among 360,000;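 active = inhibition above a per-plate cutoff, the mean of that plate's test compounds plus 3 SD, cut at about 27% in these data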;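 also: 0% = acetylcholine EC80 with DMSO and 100% = DMSO without agonist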
Target sequence (P08912 whole entry, looked up): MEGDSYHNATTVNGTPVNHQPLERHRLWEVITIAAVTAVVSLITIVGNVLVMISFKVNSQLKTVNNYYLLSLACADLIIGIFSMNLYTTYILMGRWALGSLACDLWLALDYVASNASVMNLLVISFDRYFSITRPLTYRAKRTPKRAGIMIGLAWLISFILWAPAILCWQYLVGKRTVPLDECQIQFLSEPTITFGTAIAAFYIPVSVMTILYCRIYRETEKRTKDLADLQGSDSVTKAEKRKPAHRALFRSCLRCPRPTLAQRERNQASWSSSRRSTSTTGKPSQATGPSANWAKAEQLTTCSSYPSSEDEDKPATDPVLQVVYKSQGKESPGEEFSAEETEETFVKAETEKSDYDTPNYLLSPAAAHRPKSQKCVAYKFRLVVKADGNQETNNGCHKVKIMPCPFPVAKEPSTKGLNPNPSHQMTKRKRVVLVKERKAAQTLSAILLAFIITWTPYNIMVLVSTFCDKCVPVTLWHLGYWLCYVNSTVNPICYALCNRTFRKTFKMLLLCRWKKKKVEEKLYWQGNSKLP
CRFR2-BP ag = agonists of CRF-BP/CRF-R2 complex, primary screen, cell-based, HEK293, calcium dye fluorescence, uHTS | calcium dye fluorescence (FLIPR); percent of saturating CRF peptide response | CRF-binding protein / CRF receptor 2 complex (human) | hit rate 0.46% among 350,000 | activation, % at 13.2 µM;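 active = activation of at least 50%, plus an integration ratio under a set limit after plate pattern correction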;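 also: plate controls were neutral control wells without compound for no effect and CRF at EC100 for full effect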
CHRM5 agonist = human M5 muscarinic receptor agonists, primary screen, CHO-K1 cells, Fluo-8 calcium fluorescence; Muscarinic acetylcholine receptor M5 (Homo sapiens), P08912; CHO-K1 hM5 cells; 0% DMSO wells, 100% maximal acetylcholine response; activation, % at 3 µM; hit rate 0.19% among 360,000; AID 624037, 2012;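 active = activation above the run's mean over test compounds plus 3 SD, cut at about 23% in these data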;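 also: signal is peak over basal fluorescence ratio across the kinetic read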
CHRM1 antagonist = human M1 muscarinic receptor antagonists, primary screen, CHO-K1 cells, Fluo-8 calcium fluorescence, 1536-well; CHO-K1 hM1, ACh EC80 antagonist; hit rate 1.3% among 360,000; AID 588852, 2011; inhibition, % at 3 µM;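 active = percent inhibition above its own plate's cutoff, namely the mean of that plate's compound wells plus 3 SD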;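 also: peak over basal fluorescence ratio during 140 s after agonist addition; 0% = ACh EC80 plus DMSO and 100% = DMSO alone without agonist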
M4 ag = human M4 muscarinic receptor agonists, primary screen, CHO-K1 cells, Fluo-8 calcium fluorescence; CHO-K1 hM4/Gqi5; vehicle 0%, full acetylcholine response 100%; activation, % at 3 µM; hit rate 0.14% among 360,000; Muscarinic acetylcholine receptor M4 (Homo sapiens), P08173; AID 624127, 2012;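 active = activation above the run mean over all test wells plus 3 SD, cut at about 32% in these data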;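 also: peak over basal fluorescence ratio per well then scaled between controls; 0% = DMSO wells and 100% = acetylcholine at EC100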
M5 PAM = human M5 muscarinic receptor positive allosteric modulators, primary screen, CHO-K1 cells, Fluo-8 calcium fluorescence. activation, % at 3 µM. CHO-K1 hM5, ACh EC20 PAM; 0% = ACh EC20, 100% = ACh EC100. AID 624038, 2012. Muscarinic acetylcholine receptor M5 (Homo sapiens), P08912. hit rate 0.3% among 360,000;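 active = activation above the run cutoff, the mean activation of all test compounds plus 3 SD, cut at about 18% in these data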
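system = human M5 receptor in CHO-K1 cells | compound = one concentration, 3 µM final (nominal) | schedule = Post-acetylcholine fluorescence recording 140 s | signal = Fluo-8 calcium dye fluorescence, kinetic read | benchmarks = low control EC20 acetylcholine (0%), high control EC100 acetylcholine (100%) | repeats = singlicate, one well per test compound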
Numbers without * were called inactive; · = no result given.

SMILES	CHRM1 PAM	CHRM4 antagonist	CHRM4 PAM	CHRM5 antagonist	CRFR2-BP ag	CHRM5 agonist	CHRM1 antagonist	M4 ag	M5 PAM
CCOc1ccc(CCNC(=O)C2CC(=O)N(Cc3ccc(C)cc3)C2)cc1OCC (stereo not given)	11	-9	11	-3	2.6	4	-4	1	-1
O=C(CSc1ccc(Cl)cc1)NC(=O)NC1CCCC1	-15	-3	-5	5	0.6	-5	23	-2	-3
CSc1ccc(CNc2ccc(Cl)cc2)cc1	-5	-20	2	-14	0.7	-4	2	-1	-6
COc1ccccc1NS(=O)(=O)c1cc2c3c(c1)CCN3C(=O)CC2	21	-14	6	1	2.0	0	0	4	-6
Cc1cc(C)n(C(=O)CCNC(=O)c2ccccc2Cl)n1	7	10	-1	-4	-0.9	0	-5	0	0
CC(Sc1nc2c(c(=O)[nH]1)CCCC2)C(=O)Nc1ccc(Br)cn1 (stereo not given)	9	-7	2	-3	-1.0	-1	-10	1	12
CC1CC(C(F)F)n2nc(C(=O)O)cc2N1 (stereo not given)	0	7	2	16	-3.4	-2	13	1	-5
O=C(CCN(NC(=O)c1ccccc1)C1=NS(=O)(=O)c2ccccc21)NC1CCCCC1	5	5	-4	5	-0.3	0	-10	1	-5
Cc1ccccc1Nc1nc(N)[nH]c(=O)c1N=O	1	4	2	11	·	2	-3	1	-9
CC(=O)Nc1ccc(OCC[n+]2cccc(C(N)=O)c2)cc1	-2	-1	1	-3	-0.1	1	2	1	5
O=C(CCn1c(=O)[nH]c2ccsc2c1=O)N1CCN(Cc2ccc3c(c2)OCO3)CC1	4	-10	12	-7	2.1	-1	2	5	-1
COc1ccc(NC(=O)C2CCCN(S(=O)(=O)c3ccc(C)cc3)C2)cc1OC (stereo not given)	-4	-22	-5	4	-3.3	1	10	8	-8
CCN(CC)c1ccc(C2N(C(=O)N3CCOCC3)CCN2S(=O)(=O)c2ccc(C)cc2)cc1 (stereo not given)	10	-4	-1	24	-3.6	-2	-9	0	-7
FC(F)(F)c1ccccc1Cc1c(-c2cccc(Br)c2)nc2ccc(Br)cn12	4	-3	-1	-4	·	1	1	0	3
CN1C(=O)C(C)(C)c2cc(S(=O)(=O)N3CCCC(C(=O)NCc4ccccc4Cl)C3)ccc21 (stereo not given)	-9	-9	3	2	-4.7	0	13	2	-1
Cc1ccc(N2C(=O)CC(Sc3ccccc3C(=O)O)C2=O)cc1C (stereo not given)	-4	-4	9	-9	-1.5	0	2	2	-6
O=C(NC1CCCC1)C(c1ccccc1)N(Cc1ccccc1)C(=O)c1csnn1 (stereo not given)	5	11	-9	8	0.3	-3	-13	3	-5
O=C(COC(=O)c1ccc(O)cc1O)NNC(=O)c1cccs1	9	1	5	5	0.8	5	-5	0	2
S=C(NCCN1CCOCC1)Nc1ccc(Nc2ccccc2)cc1	4	1	-2	5	-3.6	-3	6	3	3
O=C(CC(Cc1ccccc1)C(=O)O)Nc1ccccc1 (stereo not given)	11	3	-1	3	1.3	0	-8	0	3
COc1ccc(C(CNC(=O)C2CC(=O)N(Cc3ccccc3)C2)N2CCOCC2)cc1 (stereo not given)	14	-5	4	-6	1.5	1	-3	0	6
CCCN(C1CCS(=O)(=O)C1)S(=O)(=O)c1ccc2ccccc2c1 (stereo not given)	6	-6	2	8	0.6	-9	-7	1	1
S=c1nc(-c2ccccn2)c(-c2ccccn2)n[nH]1	5	-1	5	4	·	0	-4	0	-4
CC(=O)c1c(C)[nH]c(C(=O)OC2CCOC2=O)c1C (stereo not given)	7	-2	10	6	-0.3	-2	-16	2	-6
CC(=O)n1cc([C@H]2C=C(C(=O)N3CCN(Cc4ccc5c(c4)OCO5)CC3)O[C@@H](OCc3ccc(CO)cc3)C2)c2ccccc21	-9	8	-16	20	2.2	-1	14	22	-33
CN(C)CCN(C(=O)C1CCN(S(=O)(=O)c2cccs2)CC1)c1nc2ccccc2s1	2	7	0	-5	4.4	0	-1	0	4
C/C=C\C(=O)Nc1cccc(C2=NOC3(C2)C[C@@H](C(N)=O)N(C(=O)CC(c2ccccc2)c2ccccc2)C3)c1 (stereo not given in full)	1	1	5	8	-1.7	-1	7	0	-4
CN(CC(=O)Nc1cccc(C(F)(F)F)c1)Cc1ccccc1	-2	19	-11	20	2.9	0	-2	8	-7
COCCCNC(=O)[C@H](CSCc1ccccc1)N1Cc2ccccc2C1=O	4	1	-9	-3	-1.3	0	-5	5	3
COc1ccc(CN2C3CCCC2CC(NC(=O)/C=C/c2ccccc2)C3)cc1 (stereo not given)	2	0	-6	8	-0.4	-5	-3	5	3
Cc1ccc2nc(NC(=O)Cc3cccs3)sc2c1	-8	9	0	3	-2.6	-4	11	-2	-8
CCCc1cc(NCc2ccccn2)n2nc(C)c(-c3ccccc3)c2n1	1	-7	3	13	-0.6	-8	-6	0	-1
CN(C)S(=O)(=O)Nc1ccc(C(=O)O)cc1	8	8	-5	-2	-2.0	0	-3	1	-1
Cc1cccc(C)c1NC(=O)C(C)NCc1cccs1 (stereo not given)	8	-17	7	6	0.1	2	-10	1	-5
CC(Oc1ccccc1)C(=O)N=C1SC2CS(=O)(=O)CC2N1c1ccc(F)cc1 (stereo not given)	13	-4	4	-3	0.1	1	-14	2	9
COC(=O)c1sc(NC(=S)NC(=O)c2ccccc2F)nc1C	-3	11	-10	-4	47	-1	2	1	-4

3 of these compounds, reformatted:
> CCCc1cc(NCc2ccccn2)n2nc(C)c(-c3ccccc3)c2n1
  CHRM1 PAM = 1 | CHRM4 antagonist = -7 | CHRM4 PAM = 3 | CHRM5 antagonist = 13 | CRFR2-BP ag = -0.6 | CHRM5 agonist = -8 | CHRM1 antagonist = -6 | M4 ag = 0 | M5 PAM = -1

> Cc1cccc(C)c1NC(=O)C(C)NCc1cccs1 (stereo not given)
  CHRM1 PAM = 8 | CHRM4 antagonist = -17 | CHRM4 PAM = 7 | CHRM5 antagonist = 6 | CRFR2-BP ag = 0.1 | CHRM5 agonist = 2 | CHRM1 antagonist = -10 | M4 ag = 1 | M5 PAM = -5

> COC(=O)c1sc(NC(=S)NC(=O)c2ccccc2F)nc1C
  CHRM1 PAM = -3 | CHRM4 antagonist = 11 | CHRM4 PAM = -10 | CHRM5 antagonist = -4 | CRFR2-BP ag = 47 | CHRM5 agonist = -1 | CHRM1 antagonist = 2 | M4 ag = 1 | M5 PAM = -4

The list continues.
SMILES	CHRM1 PAM	CHRM4 antagonist	CHRM4 PAM	CHRM5 antagonist	CRFR2-BP ag	CHRM5 agonist	CHRM1 antagonist	M4 ag	M5 PAM
COc1ccc(OC)c(-c2nnc(SCC(=O)NC3CCCCC3)o2)c1	-2	-15	4	-1	-8.4	-1	-2	3	-3
Cc1ccsc1C(=O)Nc1ccccc1N1CCCC1	3	-10	3	0	0.0	-3	-4	-2	3
COc1ccc(CC(=O)Nc2ccc(C(=O)NC(C)(C)C)cc2)cc1OC	2	-2	6	15	0.1	1	8	1	5
COc1ccc2c(c1OC)C(=O)N(c1cccc(C)c1)C2=O	1	0	14	-2	-1.7	-2	5	0	0
COc1ccccc1NC(=S)N/N=C/c1ccc(O)cc1	13	2	7	-2	-1.2	-3	-7	1	0
CC(C)CN(CC(C)C)S(=O)(=O)N1CCC(C(=O)NCc2cccnc2)CC1	-11	2	-14	-2	-1.9	-5	0	1	-2
O=C(CCCSc1nc2sc3c(c2c(=O)[nH]1)CCC3)NCCO	-3	-1	-1	-2	-1.8	-3	5	0	0
CCNC(=O)C1(C)CCCN1C(=O)c1ccc(N(C)C)cc1 (stereo not given)	4	-11	9	1	·	1	-9	1	1
O=S1(=O)NC(=NC2CCCCCC2)c2ccccc21	10	-3	1	-8	-1.4	-2	-12	2	1
CCOC(=O)N1CCc2c(sc3c2c(=O)n(Cc2ccccc2)c(=O)n3Cc2cccc(C)c2)C1	3	-3	0	6	2.4	2	-6	0	-13
CCOc1ccccc1C(=O)N[C@H](C(=O)OCc1cc([N+](=O)[O-])cc2c1OCOC2)C(C)C	-12	-3	-23	8	2.5	-2	18	8	-17
CCOc1ccc(C(=O)N[C@H](C(=O)NC2CCCCC2)C(C)C)cc1	9	3	1	4	-0.6	0	-7	0	-4
CCOc1ccc(N2CC(C(=O)NCc3ccc4c(c3)OCO4)CC2=O)cc1 (stereo not given)	10	-16	1	5	-0.5	-3	-7	0	-2
CC(=O)Nc1ccc(Cl)cc1C(=O)c1ccc[nH]1	3	-3	1	4	-2.3	0	-7	0	-3
COCCNC(=O)CN1C(=O)COc2ccc(S(=O)(=O)N3CCCCCC3)cc21	16	0	7	8	-2.2	-3	-10	0	1
O=C(Nc1cccc(Cl)c1Cl)C1CCCO1 (stereo not given)	14	-6	2	-4	-0.8	-3	-19	0	3
CC(=O)N1c2ccc(S(=O)(=O)N3CCC(C(=O)NCc4ccc(C)cc4)CC3)cc2CC1C (stereo not given)	16	-10	1	-7	-0.1	-2	-9	3	9
CCOC(=O)c1c(NC(=O)CN2CCCCC2)sc2c1CCC(C=O)=C2Cl	0	2	2	0	2.7	-4	-7	-1	4
COc1ccc(/C=N/NC(=O)c2c(C)nc3ccc(Cl)cn23)cc1OC	12	-7	1	9	-0.7	-1	-16	3	-2
COc1ccccc1/C=C/C(=O)NCC(=O)N/N=C/c1ccccc1[N+](=O)[O-]	-3	-7	8	0	0.4	-1	0	6	-1
COc1ccc(OCCC(=O)OCC(=O)Nc2cccc(S(=O)(=O)N3CCCCC3)c2)cc1	-8	-7	-4	22	-3.3	7	1	15	-15
COc1ccc(C2C(C(=O)N3CCCC3)c3cc(OC)c(OC)cc3C(=O)N2C)cc1OC (stereo not given)	8	-9	8	0	-1.3	-1	-17	1	5
CCOc1ccc(N=Cc2c(C)[nH]n(-c3nc4ccccc4[nH]3)c2=O)cc1	6	-10	3	10	-2.0	-1	-9	1	-5
O=C(NCc1ccccc1F)c1cccc(S(=O)(=O)N2CCCCC2)c1	11	-5	9	7	-3.0	0	-14	1	-7
COc1cc(SC)ccc1C(=O)N1CCN(c2ccccc2OC)CC1	1	9	-5	11	1.4	4	-4	4	0
Cc1nnc(SCc2cc(=O)[nH]c(Nc3nc(C)c4cc(C)c(C)cc4n3)n2)s1	10	-8	6	-1	0.4	1	-4	1	14
O=C1CN(C(=O)CSc2nc3ccccc3c(=O)n2CCCN2CCOCC2)c2ccccc2N1	4	-14	-3	3	2.0	-3	-13	5	3
Cc1nc(NC(=O)c2ccc3c(c2)OCCO3)ccc1Br	8	-7	4	-4	0.0	-1	-4	4	3
CNC(=S)N1N=C(c2cccs2)CC1c1ccc(OC)cc1 (stereo not given)	5	-10	7	3	0.8	-4	-12	2	1
CN(Cc1cn(C)nc1-c1ccc(Oc2ccccc2)cc1)Cc1cnc2ccccn12	-13	3	-25	19	-0.8	-3	24*	10	-21
CC(=O)NCCSCCNC(C)=O	9	0	1	-3	1.6	-8	-12	0	2
Cc1ccc(-n2[nH]c(C)c(CCC#N)c2=O)cc1	7	2	-5	5	-0.5	0	-5	0	-3

Screening results: PubChem BioAssay, several laboratories
